Screening data as filed in PubChem BioAssay.
Pol iota inh – blocks human DNA polymerase iota activity | Potency, µM (series often up to 115 µM), inactives show at the highest dose activity, negative = inhibition, hits mostly inhibitors | Q9UNA4 | Pol iota fluorescent replication assay, 10 min | AID 588590 | 1% of 390,000 active
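Fluorescent replication assay read twice, at 0 min and 10 min after adding 50 nM (final) substrate. Enzyme (10 nM) and compounds were first incubated 15 min at room temperature; enzyme-free buffer wells were negative controls.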
Apoferritin bind – candidate novel general anesthetic via apoferritin binding. P02791. apoferritin/1-aminoanthracene competitive binding, fluorescence. Potency, µM (series often up to 77.5 µM), inactives show at the highest dose activity change, negative = displacement, usual class: inhibitors. 0.074% of 350,000 active; also: % is scaled to controls: 0 for no effect and ±100 for the full control effect; nearly all actives have a fitted effect of over 20% in size
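10 uM apoferritin + 50% sat. 1-AMA, PBS; cpd 10 min RT; Ex380/Em535 endpoint; normalized to free probe vs complex; 4-param Hill fit; propofol titration as pos. ctrl.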
Pol beta inh – DNA polymerase beta (human) inhibition; P06746; Pol beta primer extension/strand displacement, fluorescence kinetic; Potency, µM (series often up to 114 µM), without a hit: at the highest dose activity change, negative = inhibition, most hits filed as inhibitors; 1.3% of 340,000 active; also: % is scaled to controls: 0 for no effect and ±100 for the full control effect
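Kinetic readout of DNA synthesis with strand displacement by Pol beta. Compound and 10 nM enzyme sit 15 min at room temperature; 50 nM substrate starts the reaction, read immediately and at 10 min.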
BLM helicase inh – blocks DNA unwinding by human BLM helicase. recombinant BLM DNA unwinding, fluorescence dequenching. Potency, µM (top dose mostly 56.1 µM), without a hit: at the highest dose activity change, negative = inhibition, actives largely listed as inhibitors. 0.2% of 350,000 active. AID 2528;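 also: plate controls were vehicle for no effect and no enzyme for full effect; nearly all actives have a fitted effect of over 35% in size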
Pol eta inh – DNA polymerase eta (human) inhibition | recombinant Pol eta, fluorescent DNA replication assay | Potency, µM (titrated, usually from 114 µM), for inactives: top-dose activity change, negative = inhibition, most hits filed as inhibitors | 1.2% of 390,000 active | AID 588591; also: % is scaled to controls: 0 for no effect and ±100 for the full control effect
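Pol eta (10 nM) was preincubated with compounds for 15 min at room temperature, after which fluorescent replication substrate (50 nM final) was added to start the reaction. Fluorescence was read kinetically at 0 and 10 min.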
G9a inh – inhibitors of human histone lysine methyltransferase G9a; G9a H3K9 monomethylation, AlphaScreen, 2 h; 8.8% of 350,000 active; Q96KQ7; Potency, µM (highest dose often 102 µM), for the others: top-dose activity, negative = inhibition, actives largely listed as inhibitors; AID 504332; also: % is scaled to controls: 0 for no effect and ±100 for the full control effect; nearly all actives have a fitted effect of over 75% in size
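Using a bead-based AlphaScreen, monomethylated H3K9 product from 2 h room-temperature reactions (G9a 20 nM, peptide 500 nM, SAM 20 uM) was detected with 0.5 ug/mL rabbit anti-H3K9me1 antibody.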
Pol kappa inh – DNA polymerase kappa (human) inhibition; Q9UBT6; Potency, µM (top dose mostly 107 µM), without a hit: at the highest dose activity, negative = inhibition, most hits filed as inhibitors; 0.53% of 400,000 active; AID 588579; purified Pol kappa, fluorescent DNA synthesis assay, 10 min; also: % is scaled to controls: 0 for no effect and ±100 for the full control effect
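Enzyme at 10 nM met test compounds for 15 min at room temperature. Substrate addition (50 nM final) began the reaction, which was monitored by fluorescence at 0 and 10 min.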
BAZ2B inh – BAZ2B (human) inhibition; 4.4% of 360,000 active; Q9UIF8; AlphaScreen BAZ2B-H3K14Ac peptide displacement; Potency, µM (series often up to 114 µM), for inactives: at the highest dose activity change, negative = inhibition, actives largely listed as inhibitors; also: % is scaled to controls: 0 for no effect and ±100 for the full control effect; nearly all actives have a fitted effect of over 60% in size
Target sequence (Q9UIF8 whole entry, looked up): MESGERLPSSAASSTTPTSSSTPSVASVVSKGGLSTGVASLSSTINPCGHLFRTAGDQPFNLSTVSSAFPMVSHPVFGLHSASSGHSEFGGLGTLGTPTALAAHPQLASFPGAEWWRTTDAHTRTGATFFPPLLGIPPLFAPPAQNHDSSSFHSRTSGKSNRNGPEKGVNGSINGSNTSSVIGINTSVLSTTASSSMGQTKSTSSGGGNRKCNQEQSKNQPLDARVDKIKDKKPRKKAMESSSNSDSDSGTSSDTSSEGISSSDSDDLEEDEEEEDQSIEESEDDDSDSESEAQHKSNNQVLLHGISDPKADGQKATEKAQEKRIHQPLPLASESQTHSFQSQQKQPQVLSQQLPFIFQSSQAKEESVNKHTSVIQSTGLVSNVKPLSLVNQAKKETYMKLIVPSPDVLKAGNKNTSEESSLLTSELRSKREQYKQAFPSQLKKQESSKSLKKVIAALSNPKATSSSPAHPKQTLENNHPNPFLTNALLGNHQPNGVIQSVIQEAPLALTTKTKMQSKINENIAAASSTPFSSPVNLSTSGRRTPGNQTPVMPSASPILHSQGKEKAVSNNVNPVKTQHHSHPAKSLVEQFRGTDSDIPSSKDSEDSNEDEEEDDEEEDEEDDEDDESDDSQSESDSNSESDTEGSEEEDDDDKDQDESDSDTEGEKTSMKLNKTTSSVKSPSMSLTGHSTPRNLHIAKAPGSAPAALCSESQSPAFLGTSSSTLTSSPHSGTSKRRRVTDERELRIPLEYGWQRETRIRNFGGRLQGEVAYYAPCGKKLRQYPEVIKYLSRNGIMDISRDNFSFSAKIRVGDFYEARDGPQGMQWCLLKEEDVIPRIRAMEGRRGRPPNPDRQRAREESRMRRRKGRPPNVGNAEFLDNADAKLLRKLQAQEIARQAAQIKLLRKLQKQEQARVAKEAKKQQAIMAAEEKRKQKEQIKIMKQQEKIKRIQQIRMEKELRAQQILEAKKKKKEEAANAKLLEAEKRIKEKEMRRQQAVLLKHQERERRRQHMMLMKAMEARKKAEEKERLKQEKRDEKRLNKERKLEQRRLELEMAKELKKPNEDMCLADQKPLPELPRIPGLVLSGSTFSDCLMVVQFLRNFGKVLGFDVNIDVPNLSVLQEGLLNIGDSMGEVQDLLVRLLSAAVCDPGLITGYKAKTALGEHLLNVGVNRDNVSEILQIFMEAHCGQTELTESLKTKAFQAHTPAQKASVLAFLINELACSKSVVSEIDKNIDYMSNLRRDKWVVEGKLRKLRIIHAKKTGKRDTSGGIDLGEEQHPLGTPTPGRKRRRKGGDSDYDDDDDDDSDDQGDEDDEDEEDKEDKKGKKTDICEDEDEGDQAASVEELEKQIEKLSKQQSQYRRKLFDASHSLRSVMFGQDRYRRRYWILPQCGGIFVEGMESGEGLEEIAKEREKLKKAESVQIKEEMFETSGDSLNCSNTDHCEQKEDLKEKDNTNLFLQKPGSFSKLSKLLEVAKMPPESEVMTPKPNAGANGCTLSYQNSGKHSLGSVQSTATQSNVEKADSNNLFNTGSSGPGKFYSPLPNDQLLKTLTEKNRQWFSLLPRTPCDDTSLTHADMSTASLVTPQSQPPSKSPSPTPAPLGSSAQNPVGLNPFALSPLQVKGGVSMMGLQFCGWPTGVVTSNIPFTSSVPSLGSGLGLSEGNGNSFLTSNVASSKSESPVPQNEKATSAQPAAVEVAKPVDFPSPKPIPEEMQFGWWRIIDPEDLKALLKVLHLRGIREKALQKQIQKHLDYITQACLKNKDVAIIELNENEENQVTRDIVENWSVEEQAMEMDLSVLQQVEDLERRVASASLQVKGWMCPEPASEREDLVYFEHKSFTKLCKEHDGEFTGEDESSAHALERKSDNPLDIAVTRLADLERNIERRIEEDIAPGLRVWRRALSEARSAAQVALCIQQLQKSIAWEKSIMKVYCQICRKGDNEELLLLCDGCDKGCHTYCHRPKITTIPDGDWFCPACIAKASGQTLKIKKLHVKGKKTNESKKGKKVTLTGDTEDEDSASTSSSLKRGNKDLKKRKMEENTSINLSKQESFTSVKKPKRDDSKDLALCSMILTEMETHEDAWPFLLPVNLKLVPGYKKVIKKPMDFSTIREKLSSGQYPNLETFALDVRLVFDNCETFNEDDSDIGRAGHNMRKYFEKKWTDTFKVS
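Inhibition is scored as reduced AlphaScreen emission. The BAZ2B/b-H3(5-23)K14Ac complex (50 nM each) in PBS pH 7.4, 0.01% Tween-20 meets compound (up to 110 uM) for 30 min at RT before bead addition.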
APEX1 inh – APE1 (human) endonuclease inhibition; P27695; recombinant APE1, TAMRA/BHQ-2 abasic DNA cleavage fluorescence; Potency, µM (top dose mostly 65.8 µM), for inactives: at the highest dose activity change, negative = inhibition, usual class: inhibitors; 0.35% of 350,000 active;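 also: plate controls were vehicle for no effect and reference inhibitor for full effect; nearly all actives have a fitted effect of over 55% in size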
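Kinetic fluorescence read (525 ex/598 em nm, three reads 60 s apart) of AP-site incision; signal = third minus first read. Enzyme 0.75 nM, dual-labelled THF duplex 50 nM, compound preincubation 15 min RT.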
* hit, by the source's call; ? = inconclusive; · = not tested or not shown; & = joins results of further samples; [ ] = another dose, or the depositor's remark. Calls follow the shape of the dose curve; as a rule, active = well fitted curve in the direction sought with a large enough effect; inconclusive = small, poorly fitted or top-dose-only effect, or another doubt; inactive = no such curve, though single readings can be large; an effect the other way counts as inactive or inconclusive. Potency is read from the fitted curve at half-maximal effect.

SMILES	Pol iota inh	Apoferritin bind	Pol beta inh	BLM helicase inh	Pol eta inh	G9a inh	Pol kappa inh	BAZ2B inh	APEX1 inh
Cn1c(CN2CCOCC2)nnc1SCC(=O)Nc1cccc(C(F)(F)F)c1	165%[activator]	-9%	38%	0%	-19%	-13%[59 µM]	3%	1%	10%[12.4 µM]
CC1(C)CO[C@@H](CC(=O)O)CN1	·	5%	·	3%	·	33%[59 µM]	8%[19.4 µM]	·	-2%
Cc1ccc2c(CC(=O)Nc3c(C(=O)c4ccc(C)c(F)c4)oc4ccccc34)coc2c1	-11%	-3%	-1%	-7%	-17%	-34%[59 µM]	?	-13%	·
Nc1c(C(=O)OCC(=O)Nc2ccc(OC(F)F)cc2)[nH]c(=O)[nH]c1=O	?	·	·	·	-5%	?	-11%	-12%	30%
Cc1cc(/C=N/Nc2ccc([N+](=O)[O-])cn2)c(C)n1-c1ccccc1	24%	-21%	-1%	-11%	-14%	?	-12%	?	1%
COc1ccccc1Nc1ccc(NS(=O)(=O)c2ccc(C(C)=O)cc2)cc1	1%	2%	0%	-12%	-15%	35µM*	-2%	?	14%
c1ccc(CCNc2ncnc3nc[nH]c23)cc1	18%&-5%	-12%	-12%	0%	-15%	2%[59 µM]	-6%&5%	-15%	0%
CCOC(=O)c1ccc(S(=O)(=O)N2CCC(C(=O)O)CC2)cc1	3%	-8%	11%	-1%	-10%	-47%	6%	4%	1%
COc1ccc(-c2csc(NC(=O)C3CC(=O)N(Cc4ccccc4)C3)n2)cc1OC (centres undefined)	17%	?	-1%	-12%	-21%	50µM*	-9%	?	0%
Cc1ccc(C(=O)Nc2cccc(C(=O)NCc3ccccc3)c2)cc1	20%	4%	5%	4%	-1%	27%[59 µM]	7%	-4%	12%
COCCn1c(SCC(=O)Nc2nc(C)c(Cl)cc2Cl)nc2ccccc21	12%	-9%	11%	-7%	-8%	-6%[59 µM]	-14%	·	14%
Cn1nc(C(=O)N2CCN(S(=O)(=O)/C=C/c3ccccc3)CC2)c2ccccc2c1=O	124%[activator]	-18%	2%	5%	1%	?	-14%	2%	1%
Cc1ccc(N(CC(=O)NCc2ccc3c(c2)OCO3)S(C)(=O)=O)cc1	3%	-11%	40%	1%	-6%	-7%	-18%	12%	-1%
O=C(NCCN1CCOCC1)c1cccc2c1C(=O)c1ccc(N3CCCC3)cc1S2(=O)=O	?	·	·	·	-4%	·	-22%	·	-24%
Cc1ccc(NC2=NC(c3ccccc3)n3c(nc(C)cc3=O)N2)cc1 (centres undefined)	-2%	-12%	0%	-1%	-10%	14%[12.7 µM]	4%	12%	-13%
CN(CC(=O)NCCN1CCOCC1)S(=O)(=O)c1ccc(Cl)cc1	9%	·	·	·	-5%	·	-13%	·	14%
CC(C)C(C)(C#N)NC(=O)CSc1ncnc2sc(-c3ccccc3)cc12 (centres undefined)	8%	-13%	14%	-2%	8%	5%[12.7 µM]	-8%	5%	-2%
CCOc1ccc(NC(=O)N(CCN2CCOCC2)Cc2ccc3c(c2)CCCN3CC)cc1	-10%	-22%	-1%	-5%	-5%	13%[0.501 µM]	-8%	45µM*	-3%
O=S(=O)(Nc1cccc(S(=O)(=O)N2CCCC2)c1)c1cccc(Br)c1	-9%	·	·	·	7%	?	-5%	?	-4%
ClCc1csc(-c2ccccc2Cl)n1	16%	?	-23%	-1%	0%	-40%	-5%	21%	-5%
Cc1ccc(/C=C/c2onc(C)c2S(=O)(=O)N2CCC(C(=O)N3CCN(C)CC3)CC2)cc1	-6%	-18%	-11%	-1%	?	-20%	-7%	-32%	-6%
CCCCCCSc1ccc([C@H]2N[C@@](C)(C(=O)OC)[C@H]3C(=O)N(C)C(=O)[C@@H]23)cc1	1%	·	·	·	-10%	21%[2.33 µM]	-11%	-7%	-12%
CCN(C(=O)CSc1nnnn1C)C1CCCCC1	8%	·	·	·	-8%	·	-5%	·	-9%
COc1ccc(NC(=O)N2CCCn3nc(C)cc32)cc1OC	25%	-4%	32%	1%	-8%	5%[59 µM]	5%	2%[57.1 µM]	·
COc1ccccc1Nc1nc(N)nc(CSc2nc(C)cc(C)n2)n1	8%	-16%	0%	-5%	-14%	5%	-4%	-21%	-11%
O=C(O)[C@H](Cc1ccccc1)N1C(=O)c2ccncc2C1=O	-22%	-9%	-1%	3%	1%	-7%[59 µM]	-4%	-4%	0%
Cc1csc(NC(=O)c2ccccc2C(=O)O)n1	6%	2%	10%	-4%	9%	-12%[12.7 µM]	-19%	12%	2%
OC(CCN1CCCCC1)(c1ccccc1)c1ccccc1	41%[activator]	-7%	-2%	-7%	-5%	-2%	6%	4%	-3%
COc1cc(C(=S)N2CCOCC2)ccc1OS(=O)(=O)c1ccc(Cl)cc1	-4%	-15%	13%	-6%	-6%	35µM*	9%	-22%	13%
COc1ccc(-c2nc3c4ccccc4n(CC(=O)Nc4ccc(C(C)C)cc4)c(=O)n3n2)cc1	1%	-9%	-4%	-1%	1%	0%[59 µM]	-2%[60.1 µM]	2%	·
Nc1[nH]n(-c2ccccc2)c(=O)c1N=Nc1ccc2c(c1)OCCO2	104%[activator]	-21%	-5%	-16%	-19%	10µM*	-3%	10µM*	-6%
O=C(Nc1cnccc1C(F)(F)F)NC1CCCCC1	38%[activator]	-1%	13%	-1%	-4%	9%	-5%	0%	2%
COc1ccnc(Oc2cc(Cl)cc(Cl)c2)c1C#N	4%	-12%	-10%	1%	-17%	-32%	5%	0%	-6%
COCCn1c(SCC(=O)c2ccc(F)cc2)nnc1C(C)C	?	0%	13%	-2%	-9%	?	-2%	-11%	15%
O=C(Cn1c(=O)c(=O)n(Cc2ccccc2)c2ccc(Cl)cc21)Nc1cccc(F)c1	28%	-16%	8%	0%	?	-7%[59 µM]	-2%	2%	1%
CCOC(=O)CSc1ccc(S(=O)(=O)N(CC)CC)cc1[N+](=O)[O-]	15%	-20%	6%	-4%	-6%	45µM*	-5%	-25%	?
O=C(NCc1cccc(C(F)(F)F)c1)C1CC(c2c(Cl)cccc2Cl)=NO1 (centres undefined)	-2%	-24%	0%	-12%	-27%	-3%[59 µM]	2%	-13%	0%
Cc1cc(F)ccc1S(=O)(=O)Nc1ccc(C(=O)N(C)Cc2ccco2)cc1	27%	·	·	·	-2%	24%[2.33 µM]	5%	-30%	9%
Clc1ccc(Cc2ccccn2)cc1	18%	·	·	·	-11%	-14%[0.501 µM]	-5%	21%	-17%
Cc1cc(C)c(C)c(S(=O)(=O)N2CCN(c3ccccn3)CC2)c1C	9%	-3%	2%	-10%	-8%	0%	-14%	-19%	-14%
COc1cc(NC(=O)c2noc3c2CCc2ccccc2-3)cc(OC)c1OC	6%	-4%	-15%	-11%	-20%	-7%[59 µM]	1%	-17%	·
S=C(Nc1cccc(Cl)c1)NC1CCCCC1	3%	?	-2%	-7%	-5%	44%	4%	4%	-6%
CCOc1ccc(NC(=O)C2CC(C)=C(C)CC2C(=O)O)cc1 (centres undefined)	12%	-5%	4%	-3%	2%	20%[59 µM]	-1%	6%	3%
Cc1cc(-c2ccccc2)nc(N/N=C/c2ccccc2F)n1	7%	-10%	0%	-6%	-9%	73%[activator]	-14%	-28%	44%
CCC(C)c1ccc(S(=O)(=O)N2CCN3CCCC3C2)cc1 (centres undefined)	103%[activator]	-11%	9%	-7%	-1%	1%	-14%	-17%	11%
Cc1ccc2c(c1)N(CC(=O)Nc1nccs1)C(=O)CO2	26%	·	·	·	7%	-39%	1%	-7%	21%
Cc1cc(CSc2nc(C)cc(=O)[nH]2)c2ncccc2c1	121%[activator]	-18%	13%	0%	-7%	-1%	-13%	·	2%
Cc1ccc2c(c1)N(C(=O)CCC(=O)N1CCN(c3ccccn3)CC1)CCO2	9%	-6%	-4%	-1%	-8%	·	-7%	4%	6%
Cc1c(C)c2c(c(C)c1O)CC[C@@](C)(CCC[C@H](C)CCC[C@H](C)CCCC(C)C)O2	12%	-23%&9%	·	-9%&1%&-2%	-18%	19%[59 µM]	-10%	·	1%&-4%
COC(=O)n1c(=S)oc2cc(Cl)ccc21	·	-7%	1%	-6%	·	2.5µM*	·	-4%	2%

Among those listed so far, these contain an aryl methoxy group:
SMILES	Pol iota inh	Apoferritin bind	Pol beta inh	BLM helicase inh	Pol eta inh	G9a inh	Pol kappa inh	BAZ2B inh	APEX1 inh
COc1ccccc1Nc1ccc(NS(=O)(=O)c2ccc(C(C)=O)cc2)cc1	1%	2%	0%	-12%	-15%	35µM*	-2%	?	14%
COc1ccc(-c2csc(NC(=O)C3CC(=O)N(Cc4ccccc4)C3)n2)cc1OC (centres undefined)	17%	?	-1%	-12%	-21%	50µM*	-9%	?	0%
COc1ccc(NC(=O)N2CCCn3nc(C)cc32)cc1OC	25%	-4%	32%	1%	-8%	5%[59 µM]	5%	2%[57.1 µM]	·
COc1ccccc1Nc1nc(N)nc(CSc2nc(C)cc(C)n2)n1	8%	-16%	0%	-5%	-14%	5%	-4%	-21%	-11%
COc1cc(C(=S)N2CCOCC2)ccc1OS(=O)(=O)c1ccc(Cl)cc1	-4%	-15%	13%	-6%	-6%	35µM*	9%	-22%	13%
COc1ccc(-c2nc3c4ccccc4n(CC(=O)Nc4ccc(C(C)C)cc4)c(=O)n3n2)cc1	1%	-9%	-4%	-1%	1%	0%[59 µM]	-2%[60.1 µM]	2%	·
COc1ccnc(Oc2cc(Cl)cc(Cl)c2)c1C#N	4%	-12%	-10%	1%	-17%	-32%	5%	0%	-6%
COc1cc(NC(=O)c2noc3c2CCc2ccccc2-3)cc(OC)c1OC	6%	-4%	-15%	-11%	-20%	-7%[59 µM]	1%	-17%	·

This is a subset; the hit share may differ from the screen's.
